TAAR1 antagonist: antagonists of human TAAR1; Q96RJ0; CHO RD-HGA16 TAAR1, Fluo-8 calcium fluorescence, antagonist; inhibition, % at 3 µM; 360,000 tested, 1.5% active; AID 624466;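 active = inhibition above a per-plate cutoff, the mean inhibition of test compounds on that plate plus 3 SD, cut at about 49% in these data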;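 note: 0% = DMSO plus EC80 beta-PEA response and 100% = DMSO alone without agonist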
Target sequence (Q96RJ0 whole entry, looked up): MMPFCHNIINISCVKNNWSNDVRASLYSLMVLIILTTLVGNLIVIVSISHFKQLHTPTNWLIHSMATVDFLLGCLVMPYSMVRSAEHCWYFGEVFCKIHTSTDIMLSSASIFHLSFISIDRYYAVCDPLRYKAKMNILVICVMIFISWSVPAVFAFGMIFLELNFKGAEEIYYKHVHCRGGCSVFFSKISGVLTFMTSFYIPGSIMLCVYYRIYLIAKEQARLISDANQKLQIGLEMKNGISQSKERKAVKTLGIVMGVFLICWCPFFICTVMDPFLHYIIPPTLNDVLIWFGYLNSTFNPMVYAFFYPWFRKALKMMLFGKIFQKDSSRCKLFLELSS
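Material: RD-HGA16 CHO cells with stable hTAAR1 and Gα16; Dosing: single nominal final test compound concentration of 3 µM; Schedule: seeding 17-24 h prior, 75-min 37 °C, 30-min RT dye loading; Detection: kinetic Fluo-8 calcium fluorescence measurement; Measure: % inhibition from peak post-agonist over basal fluorescence ratio; Benchmarks: vehicle and agonist controls.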
TAAR1 ag: human TAAR1 agonism. Q96RJ0. CHO RD-HGA16 TAAR1, Fluo-8 calcium fluorescence; vehicle wells 0%, saturating PEA agonist 100%. activation, % at 3 µM. 360,000 tested, 0.99% active;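 active = activation above the mean activation of all test compounds in the run plus 3 SD, cut at about 38% in these data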
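System: CHO-derived RD-HGA16 cells with stable Gα16 and human TAAR1 / Times: 17-24 h plating, Fluo-8 75 min 37 °C, 30 min RT / Technique: calcium-sensitive Fluo-8 signal, excitation 470-495, emission 515-575 nm / Measure: % activation relative to PEA EC100 response / Benchmarks: DMSO and PEA EC100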
V1aR counter: V1a receptor agonism, counter-screen for OXTR agonists | P37288 | CHO-V1R cells, Fluo-8 calcium fluorescence, agonist mode; 0% DMSO, 100% 3 nM vasopressin | activation, % at 3 µM | 320,000 tested, 0.25% active | AID 2797;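 active = activation above the mean activation of all tested compounds plus 3 SD, per screening run, cut at about 20% in these data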;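 note: signal is peak over basal fluorescence ratio across a 100 second FLIPR read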
OXTR agonist: agonists of human oxytocin receptor. CHO-OTR cells, Fluo-8 calcium fluorescence; normalized: DMSO 0%, oxytocin 100%. 320,000 tested, 0.32% active. AID 2435. P30559. activation, % at 3 µM;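 active = activation above the mean of all tested compounds plus 3 SD, cutoff set per screening run, cut at about 20% in these data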;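 note: peak over basal fluorescence ratio from a 100 s FLIPR kinetic read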
OXTR potentiate: human OXTR potentiation; P30559; CHO-OTR cells, Fluo-8 calcium fluorescence, potentiator mode; 0% = oxytocin EC15, 100% = EC100; activation, % at 3 µM; 320,000 tested, 0.061% active; AID 2445;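 active = activation above that plate's cutoff, the mean activation of tested compounds plus 3 SD, cut at about 6.6% in these data, passing the limit was not always enough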;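 note: 100% uses oxytocin at 75 nM as the full agonist control; some results filed as inactive read as strong as hits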
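Assay system: CHO cell line stably expressing human OTR. Reagent: EC15 oxytocin agonist. Dosing: single dose, 3.0 µM nominal final compound concentration. Timing: compound 6 min at room temperature before oxytocin, 100 s read. Signal: kinetic Fluo-8 calcium fluorescence. Controls: oxytocin EC15 low and EC100 high.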
M1 PAM: potentiates human M1 receptor response to acetylcholine. CHO-K1 hM1, Fluo-8 calcium fluorescence, ACh EC20; 0% = ACh EC20, 100% = maximal ACh. activation, % at 3 µM. 360,000 tested, 0.088% active; in the data active = activation above about 19%, passing the limit was not always enough
Target sequence (P11229 whole entry, looked up): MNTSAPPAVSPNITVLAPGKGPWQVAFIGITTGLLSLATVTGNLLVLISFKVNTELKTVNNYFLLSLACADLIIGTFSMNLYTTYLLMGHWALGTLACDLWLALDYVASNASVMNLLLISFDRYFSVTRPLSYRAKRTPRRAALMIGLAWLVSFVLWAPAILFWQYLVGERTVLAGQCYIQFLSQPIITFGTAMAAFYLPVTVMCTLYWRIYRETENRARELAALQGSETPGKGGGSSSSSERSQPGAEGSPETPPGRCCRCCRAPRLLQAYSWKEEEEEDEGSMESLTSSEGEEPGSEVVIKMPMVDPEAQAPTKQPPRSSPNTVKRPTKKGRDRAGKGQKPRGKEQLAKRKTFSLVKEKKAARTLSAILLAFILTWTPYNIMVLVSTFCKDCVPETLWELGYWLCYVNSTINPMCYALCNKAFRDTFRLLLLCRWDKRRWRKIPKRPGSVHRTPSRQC
CHO parental Ca: counter-screen for OX1R antagonists: effect in parental CHO cells; parental CHO-K1, ATP-induced calcium, Fluo-8 fluorescence; inhibition, % at 5.6 µM; 330,000 tested, 0.63% active; AID 463079;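 active = inhibition above that plate's mean sample inhibition plus 3 SD, cut at about 26% in these data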;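 note: 0% = ATP-challenged DMSO wells and 100% = DMSO wells without ATP; some compounds past the cut are filed as inactive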
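Material: Parental CHO cells | Reagent: ATP | Compound dosing: Single nominal dose of 5.6 µM per compound | Detection: Intracellular calcium via Fluo-8 no-wash fluorescent dye | Read-out: % inhibition of ATP-induced calcium mobilization | Benchmarks: Low control ATP plus DMSO, high control DMSO only | Replicates: Singlicate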
CHRM1 agonist: activates human CHRM1 receptor | AID 588814 | 360,000 tested, 0.33% active | P11229 | activation, % at 3 µM | CHO-K1 hM1, Fluo-8 calcium fluorescence, agonist mode; 0% DMSO, 100% acetylcholine EC100;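 active = activation above the run's mean compound activation plus 3 SD, cut at about 16% in these data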;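 note: peak over basal fluorescence ratio within a 140 s kinetic read after compound addition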
CHRM1 antagonist: human CHRM1 antagonism | P11229 | CHO-K1 hM1, Fluo-8 calcium fluorescence, ACh EC80 antagonist | inhibition, % at 3 µM | 360,000 tested, 1.3% active | AID 588852;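 active = percent inhibition above its own plate's cutoff, namely the mean of that plate's compound wells plus 3 SD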;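 note: peak over basal fluorescence ratio during 140 s after agonist addition; 0% = ACh EC80 plus DMSO and 100% = DMSO alone without agonist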
An asterisk follows results filed as active; x = no result given.

SMILES	TAAR1 antagonist	TAAR1 ag	V1aR counter	OXTR agonist	OXTR potentiate	M1 PAM	CHO parental Ca	CHRM1 agonist	CHRM1 antagonist
Cc1ccccc1OCC(=O)OCC(=O)Nc1ccc2c(c1)OCCO2	0	1	3.2	3.9	-2	7	-17	-2	-9
COCCCNCCCOc1ccc(Cl)cc1Br	-13	11	2.2	4.5	2	7	-6	-5	-6
O=C(CCN1C(=O)NC2(CCCC2)C1=O)Nc1cccc(S(=O)(=O)N2CCOCC2)c1	22	5	-0.4	-1.2	-9	5	0	-3	-4
C=CCNC(=S)N/N=C(\C)c1ccccn1	20	9	1.1	1.1	4	3	29*	-4	6
CC1=NN(C(N)=S)C(=O)C1N=Nc1ccc(Br)cc1 (stereo not drawn)	-28	4	x	x	x	-2	x	-1	10
CCn1c(=O)c(CCC(=O)NCC2CCCO2)c(C)c2c(C)nn(-c3ccc(C)cc3)c21 (stereo not drawn)	-24	0	-0.7	-1.4	-6	16	-9	-1	-14
O=C(NCCCN1CCCC1=O)C1CCC(CNS(=O)(=O)c2ccc(Cl)cc2)CC1 (stereo not drawn)	8	2	-0.3	-0.3	-4	18	-14	2	-7
CCN(CC)P(=O)(Nc1ccc([N+](=O)[O-])cc1)c1c(C)nn(CCC#N)c1NC(=O)c1ccc(Cl)cc1Cl (stereo not drawn)	19	4	-0.1	-1.2	-18	4	-24	-1	-1
O=C(N/N=C/C(Br)=C\c1ccccc1)c1cccs1	10	3	0.0	-0.7	-11	8	-10	0	-13
Cn1ncc(S(=O)(=O)Cc2ccccc2)c(Cl)c1=O	-18	0	-1.4	-0.3	-5	-2	-5	1	23
CC1CCCN(C(=O)CSc2nnc(-c3ccc(S(=O)(=O)N4CCOCC4)cc3)n2C)C1 (stereo not drawn)	-1	7	0.7	1.3	0	-2	-9	-8	11
CCC1(CC)NC(=O)N(CC(=O)OCC(=O)Nc2ccc(F)c(F)c2F)C1=O	-15	1	0.5	0.7	-6	-6	-6	-1	16

Compound profiles, as listed above:
COCCCNCCCOc1ccc(Cl)cc1Br as listed: TAAR1 antagonist: -13; TAAR1 ag: 11; V1aR counter: 2.2; OXTR agonist: 4.5; OXTR potentiate: 2; M1 PAM: 7; CHO parental Ca: -6; CHRM1 agonist: -5; CHRM1 antagonist: -6
CC1=NN(C(N)=S)C(=O)C1N=Nc1ccc(Br)cc1 (stereo not drawn) as listed: TAAR1 antagonist: -28; TAAR1 ag: 4; V1aR counter: x; OXTR agonist: x; OXTR potentiate: x; M1 PAM: -2; CHO parental Ca: x; CHRM1 agonist: -1; CHRM1 antagonist: 10

More structures
SMILES	TAAR1 antagonist	TAAR1 ag	V1aR counter	OXTR agonist	OXTR potentiate	M1 PAM	CHO parental Ca	CHRM1 agonist	CHRM1 antagonist
Cc1cc(C)c2c(N)c(C(=O)NC3CC3)sc2n1	-10	2	0.3	-0.9	-8	11	-13	3	-9
CC1(OC(=O)c2cccs2)C(=O)C=C2C=C(C3CC3)OC=C2C1=O (stereo not drawn)	13	4	1.7	1.5	-1	11	-14	0	-6
COCCNCc1ccc(C(C)C)cc1	-5	2	1.0	2.2	2	9	-2	-11	-14
Cn1c(=O)c2[nH]c(-c3ccc(S(=O)(=O)O)cc3)nc2n(C)c1=O	1	2	0.0	0.9	1	-8	-4	29*	-20
CCCCC(=O)N(C)c1c(CC)nc2c(OCCOC)cccn12	-12	2	x	x	x	1	x	-3	2
S=c1[nH]nc(C2CCCCC2)n1/N=C/c1ccc(Cl)cc1	-36	-3	13	-2.3	-15	14	-15	1	-14
CCc1cc(=O)oc2cc3oc(C)c(C)c3cc12	1	14	-1.4	-1.5	5	8	-15	-7	-17
COc1ccccc1NC(=O)CCC(=O)OCC(=O)c1ccc(C)c([N+](=O)[O-])c1	0	-1	-0.2	0.0	-9	3	-10	-3	-4
CCC(=O)N(CCc1ccccc1)Cc1cc2ccc(OC)cc2[nH]c1=O	36	25	9.4	0.5	-14	2	-8	-1	-15
CCCCn1c(-c2ccc(OC(F)F)cc2)nc2c1c(=O)[nH]c(=O)n2CC(C)C	-9	-4	-0.4	-2.0	-6	1	-15	-4	1
CCn1nnnc1SCC(=O)Nc1cccc(NC(C)=O)c1	0	14	-1.3	-0.3	1	10	-1	-1	-12
O=C1OCCC1=COCCCCOC=C1CCOC1=O	-1	1	x	x	x	4	x	-1	-14
CC(=O)Nc1ccccc1NC(=O)C(F)(F)F	14	6	0.1	0.3	-1	10	10	-5	-8
CCN(CC)CCN1CNC(=S)N(c2ccccc2OC)C1	-24	1	-0.8	0.8	-5	10	0	-6	-8
Cc1ccc(C(=O)N2CCC2(C)C(=O)NC(C)C)cc1 (stereo not drawn)	-4	1	x	x	x	6	x	-3	-10
O=C(CN(Cc1ccco1)C(=O)c1ccccc1)Nc1ccc(Cl)c(Cl)c1	44	8	1.2	2.4	-18	-7	-12	-3	24
CC(=O)C1=C(C)Nc2ncnn2C1c1ccc(Cl)cc1 (stereo not drawn)	-19	1	0.4	0.1	-10	18	0	-1	-24
CCN(CC)S(=O)(=O)c1cccc(C(=O)N/N=C/c2ccccc2OCC(=O)O)c1	-22	0	1.0	-0.1	-4	0	4	-3	3
CCN(CC)C(=O)CCn1nc(-c2ccc(C)cc2)c2ccccc2c1=O	x	x	-1.5	-1.5	-7	7	-13	-5	-8
CCOc1cc(NC(=O)C2CCCO2)c(OCC)cc1NC(C)=O (stereo not drawn)	2	6	0.8	-0.1	-2	9	8	-6	-1
Cc1ccccc1NC(=O)Cn1nnc2sc3c(c2c1=O)CC(C)(C)OC3	6	0	-0.3	-1.3	0	-3	-19	-3	6
CC1CN(C(=O)COC(=O)c2cccc(S(=O)(=O)N3CCc4ccccc43)c2)CC(C)O1 (stereo not drawn)	-4	3	2.2	2.4	-7	9	-18	-3	-15
CCOC(=O)c1cnc2c(CC)cccc2c1NCCCN1CCOCC1	-10	0	0.1	0.0	-13	-5	-5	-9	9
O=C(Nc1nc(-c2ccc(F)cc2)cs1)c1cccnc1	5	3	2.3	-0.6	-5	3	-10	-1	-2
C#CCOCCOCCOCCNc1nc(N2CCN(C(=O)[C@H](Cc3cc4ccccc4[nH]3)n3cc([C@@H](N)C(C)CC)nn3)CC2)nc(N2CCN(C(=O)[C@H](Cc3cc4ccccc4[nH]3)n3cc([C@@H](N)Cc4ccc(O)cc4)nn3)CC2)n1 (stereo partly drawn)	x	x	-0.1	-1.0	-16	x	-5	x	x
CN(C(=O)CN1C(=O)C2C3CC(C(Br)C3Br)C2C1=O)C1CCCCC1 (stereo not drawn)	17	35	4.4	4.7	-14	5	-14	2	-4
CN(C)C(CNC(=O)c1ccc(OCc2cn3ccccc3n2)cc1)c1ccco1 (stereo not drawn)	9	0	0.1	1.4	-5	-6	-23	-7	5
OCCNc1nc(Nc2ccccc2C(F)(F)F)nc(N2CCCC2)n1	1	8	-0.1	-1.6	-4	12	-12	-2	-14
O=C(O)CC(Cc1ccccc1)c1ccc2c(c1)OCO2 (stereo not drawn)	-1	3	1.6	1.3	3	-1	3	-4	13
Nc1nnc(CC(=O)N/N=C/c2ccc([N+](=O)[O-])cc2)s1	-13	4	-0.8	-0.3	2	5	-3	-3	-5
CC(C)c1ccc(NC2CCCN(C(=O)CCN3CCCCO3)C2)cc1 (stereo not drawn)	-5	0	-0.5	-1.0	-2	12	-10	-2	-19
COC(=O)c1c(C(=O)OC)c(-c2ccc(OC)cc2)n2c1CS(=O)(=O)C2	-9	6	1.1	-0.9	-4	12	-22	0	-11
Cc1ccc(NS(=O)(=O)c2ccc(NC(=O)c3ccccc3C(=O)O)cc2)cc1C	-2	0	0.0	-0.8	-2	10	-7	-2	-13
Cc1cccc(N2CN=c3s/c(=C\c4ccncc4)c(=O)n3C2)c1	0	2	x	x	x	12	x	3	-6
COCCNc1cc(C)nc2c3c(C)cc(C)nc3nn12	-4	2	-0.5	-0.8	-1	13	-9	-7	-10
CCN1CCN(C(=O)c2ccc(CNS(=O)(=O)c3cccc(OC)c3)cc2)CC1	-5	2	x	x	x	0	x	-5	-6
COc1ccc(N2C(=O)CC(Sc3ncccc3C(=O)O)C2=O)cc1 (stereo not drawn)	-5	9	0.2	0.0	2	12	1	-2	-16
O=C(c1cccn2c(=O)c3ccccc3nc12)N1CCN(Cc2ccc3c(c2)OCO3)CC1	14	5	-1.5	-1.4	-10	5	-23	-9	-6
O=[N+]([O-])c1cccc(/C=N/Nc2ncc(Br)cn2)c1	7	1	-0.4	-0.5	0	20	-4	-3	-30
CCn1c(SCC(=O)c2ccc(Cl)cc2)nnc1C(C)C	6	12	2.3	0.3	-5	1	-12	-4	-4
C=C1C(=O)O[C@H]2C[C@]3(C)C([C@@H](OC(=O)/C(C)=C/C)[C@H]12)[C@](C)(O)CC[C@H]3O (stereo partly drawn)	-27	0	0.8	0.4	-5	5	0	-3	-5
Cc1c(OCC(=O)NC(Cc2c[nH]c3ccc(O)cc23)C(=O)O)ccc2c3c(c(=O)oc12)CCC3 (stereo not drawn)	2	1	0.8	-0.4	0	11	-2	3	-8
NS(=O)(=O)c1ccc(NC=C2C(=O)OC3(CCCCC3)OC2=O)cc1	2	2	1.1	0.3	-3	0	-1	-2	0
CCOC(=O)C(CSCc1ccccc1)NC(=O)OC(C)(C)C (stereo not drawn)	-14	3	-0.5	-2.3	-11	3	-13	-3	-2
O=C(O)c1ccc(COc2c(F)c(F)cc(F)c2F)cc1	-4	7	1.3	2.9	1	5	-4	-2	-1
C=CCN(c1nc(C)c(Br)c(OC)n1)S(=O)(=O)c1ccc(C)cc1	5	3	-0.7	-1.6	-10	-3	-15	-3	-5
O=C1C=C(NS(=O)(=O)c2ccccc2)C(=O)c2ccccc21	2	2	x	x	x	-9	x	-7	9
CC(=O)NC(CC(=O)N(C)Cc1cccc(Cl)c1Cl)c1ccccc1 (stereo not drawn)	3	0	0.7	0.7	2	3	-14	-8	-10
CCCC(=O)Nc1nc2ccc(S(N)(=O)=O)cc2s1	2	0	0.5	0.2	-1	3	0	-3	-1
CCN1CCN(C(=O)c2ccc(OC3CCN(CCc4ccccc4)CC3)cc2)[C@@H](C)C1=O	-30	2	0.2	1.7	3	0	-2	-5	-5
